# Wee1 degr inh: Wee1 degradation inhibitors, primary screen, cell-based, HeLa, Wee1K328M-luciferase, luminescence; Wee1-like protein kinase (Homo sapiens), P30291; HeLa Luc-Wee1K328M stability; 100% = proteasome inhibitor MG132 effect; reporter increase, % at 5 µM; actives 1.2% (n = 220,000); AID 1321, 2008;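 active means activation above the mean of all tested compounds plus 3 SD, set per screening run, cut at about 8.8% in these data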;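 further: cells exposed to compound for 20 h before luminescence read; 0% = DMSO alone and 100% = MG132 at 30 µM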
# Target sequence (P30291 whole entry K328M): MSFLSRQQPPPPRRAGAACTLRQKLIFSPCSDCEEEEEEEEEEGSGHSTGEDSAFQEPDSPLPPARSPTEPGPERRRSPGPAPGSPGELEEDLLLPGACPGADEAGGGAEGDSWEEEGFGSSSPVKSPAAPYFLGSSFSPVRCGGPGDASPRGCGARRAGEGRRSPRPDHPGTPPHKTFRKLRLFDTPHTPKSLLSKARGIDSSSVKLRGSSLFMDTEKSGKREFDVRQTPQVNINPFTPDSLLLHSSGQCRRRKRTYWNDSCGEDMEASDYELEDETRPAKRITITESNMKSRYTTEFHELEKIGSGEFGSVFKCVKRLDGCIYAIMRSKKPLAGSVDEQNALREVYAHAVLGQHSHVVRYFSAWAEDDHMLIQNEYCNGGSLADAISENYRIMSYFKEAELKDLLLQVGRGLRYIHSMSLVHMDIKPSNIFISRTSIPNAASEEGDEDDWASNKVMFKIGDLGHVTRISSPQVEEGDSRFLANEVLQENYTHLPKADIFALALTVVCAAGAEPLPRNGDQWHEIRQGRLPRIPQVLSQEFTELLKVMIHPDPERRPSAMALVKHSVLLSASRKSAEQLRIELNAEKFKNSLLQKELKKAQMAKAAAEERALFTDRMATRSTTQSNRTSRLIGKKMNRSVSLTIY
# KCC2 mod: KCC2 cotransporter modulators, thallium flux, primary screen, cell-based, HEK293 KCC2, FluoZin-2 fluorescence, MLSMR; KCC2 cells, thallium flux FluoZin-2 fluorescence; B-score of Tl+ flux slope (higher = more flux/activation; lower = inhibition) at 10 µM; actives 2.2% (n = 190,000);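 active means thallium flux slope and its plate-corrected score both differing from the plate sample mean at a set confidence after two filtering rounds, in either direction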;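 further: slope of fluorescence scaled to starting intensity during 10 to 20 s after thallium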
# thrombin 1536: human alpha-thrombin inhibitors, primary screen, counter-screen for coagulation protease inhibitor project, biochemical, 1536-well, fluorogenic AMC substrate. Prothrombin (Homo sapiens), P00734. Boc-VPR-AMC fluorogenic substrate cleavage. inhibition, % at 5 µM. actives 0.26% (n = 220,000). AID 1046, 2008;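 active means inhibition at or above 40%; inactive means inhibition below 40%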;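 further: 0% = enzyme with no compound and 100% = wells without enzyme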
#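 System: Human alpha-thrombin protein | Medium: pH 7.5 Tris (50 mM) with NaCl 150 mM, Tween 20 0.05% | Times: Enzyme reaction carried out at room temperature | Detection: AMC fluorescence, 355/460 nm | Evaluation: Percent inhibition scaled between no-compound controls and no-enzyme blanks | Benchmarks: Enzyme without compound as high, wells lacking enzyme as low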
# Furin inh: human furin inhibitors, primary screen, biochemical, fluorescence intensity | P09958 | purified furin, fluorogenic substrate cleavage | inhibition, % at 30 µM | actives 0.061% (n = 220,000) | AID 463115, 2010; in the data active means inhibition above about 25%; further: inactives centre near -15
# FXIa inh: human FXIa protease inhibitors, primary screen, biochemical, 1536-well; Coagulation factor XI (Homo sapiens), P03951; purified FXIa, Boc-Glu-Ala-Arg-AMC fluorogenic substrate; inhibition, % at 5 µM; actives 0.14% (n = 220,000); AID 798, 2007;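 active means inhibition of at least 40%; inactive means inhibition below 40%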;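 further: fluorescence of freed AMC excited at 355 nm; 0% = enzyme without compound and 100% = no enzyme blank; many of its hits are not listed in these tables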
# FXIIa inh: human FXIIa protease inhibitors, primary screen, biochemical, 1536-well; Coagulation factor XII (Homo sapiens), P00748; purified FXIIa, Boc-QGR-AMC fluorogenic substrate, 2 h; inhibition, % at 5 µM; actives 0.3% (n = 220,000); AID 800, 2007; in the data active means inhibition above about 40%;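 further: 0% = enzyme with no compound and 100% = blank without enzyme; many of its hits are not listed in these tables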
# KLK5 inh: human KLK5 protease inhibitors, primary screen, biochemical, 1536-well. inhibition, % at 5 µM. actives 0.59% (n = 210,000). recombinant hK5, fluorogenic AMC substrate cleavage;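 active means inhibition of 40% or more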;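 further: 0% = enzyme controls without compound and 100% = no-enzyme blanks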
# Target sequence (Q9Y337 67-293 limits assumed): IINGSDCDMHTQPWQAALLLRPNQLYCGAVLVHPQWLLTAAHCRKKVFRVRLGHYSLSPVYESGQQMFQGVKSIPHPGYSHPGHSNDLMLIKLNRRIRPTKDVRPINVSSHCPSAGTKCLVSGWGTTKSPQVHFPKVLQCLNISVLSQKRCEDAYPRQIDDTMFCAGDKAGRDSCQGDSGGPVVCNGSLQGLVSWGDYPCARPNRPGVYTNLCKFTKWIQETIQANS
# PERK inh: block of dimerizer-induced PERK translation repression, primary screen, PERK inhibitor project, CHO PERK-DD cells, SEAP luminescence, HTS; Eukaryotic translation initiation factor 2-alpha kinase 3 (Homo sapiens), Q9NZJ5; inhibition, % at 5.6 µM; actives 0.17% (n = 220,000); CHO PERK-DD fusion, SEAP luminescence translation reporter;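 active means inhibition above the mean inhibition of all tested compounds plus 3 SD, set separately per screening campaign, cut at about 2.9% in these data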;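 further: PERK kinase domain activated by AP20187 dimerizer at 100 nM; 0% = DMSO with dimerizer and 100% = rapamycin at 8.4 µM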
# p97 inhibitor: inhibitors of human p97 ATPase, primary screen, biochemical; recombinant p97 ATPase, Kinase-Glo ATP luminescence, 3 h; inhibition, % at 8 µM; actives 0.42% (n = 220,000); AID 1481, 2009; in the data active means inhibition above about 15%;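 further: 0% = DMSO vehicle and 100% = wells lacking enzyme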
# * = called active by the depositor; . = not tested or not shown; [ ] = remark or other dose.
SMILES	Wee1 degr inh	KCC2 mod	thrombin 1536	Furin inh	FXIa inh	FXIIa inh	KLK5 inh	PERK inh	p97 inhibitor
COc1ccc(OC)c(C2C(C(=O)c3ccc(C)o3)=C(O)C(=O)N2CCCN2CCOCC2)c1 (stereo not drawn)	1	-0.41	.	-18[20 µM]	.	.	.	1.2	0
CCC(C)c1ccc(NC(=O)c2cccnc2)cc1 (stereo not drawn)	4	-0.31	17	-31[20 µM]	3	7	15	0.5	-2
O=C(O)CCCCCNc1ncnc2ccc(Br)cc12	-1	-2.3	-2	-21	-1	11	3	-0.3	5
O=C(C1CCCCC1)N1CCCn2c1nc1ccccc12	0	-0.53	-5	-26[20 µM]	5	8	-17	0.1	0
O=C(OCc1ccc([N+](=O)[O-])cc1)C1CC(=O)N(c2ccccc2)C1 (stereo not drawn)	-1	-0.18	-1	2[20 µM]	8	19	-10	1.4	3
O=C(/C=C/Nc1ccc([N+](=O)[O-])cc1Br)c1cccc2ccccc12	2	-0.47	-1	4	8	8	-23	0.7	1
CCOC(=O)c1cc(NC(=O)NCc2ccco2)c(C)nc1C	4	1.6	1	-19	-3	18	2	0.0	-2
CC1CC(C)CN(S(=O)(=O)c2cccc(C(=O)N3C(=O)c4cccc(N)c4C3=O)c2)C1 (stereo not drawn)	0	0.021	3	-7[20 µM]	-3	-2	83*	-0.5	2
CCn1ncc2c(OCc3ccc(C#N)cc3)cc(C)nc21	-2	-0.95	2	-18	-4	0	5	-0.5	-1
CC(Oc1ccc(-c2nccc(-c3ccccn3)n2)cc1)C(=O)NN (stereo not drawn)	-2	.	1	-14[20 µM]	2	18	-8	0.6	6
CC(NC(=O)CN1C(=O)NC(Cc2ccccc2)(Cc2ccccc2)C1=O)C12CC3CC(CC(C3)C1)C2 (stereo not drawn)	0	1.5	3	-11[20 µM]	3	17	4	-1.2	-3
COC(=O)c1oc2ccccc2c1-n1cccc1	-1	-0.023	13	-13[20 µM]	12	22	33	0.8	-1
Cc1nc(C)c(C(=O)N/N=C/c2cc(Br)ccc2O)s1	0	0.58	-3	-11	-1	2	-6	0.8	1
c1c(C2CCCCC2)n[nH]c1CN1CCCCC1	-2	0.077	-5	-27	-4	-5	10	-0.3	4
O=C(NCc1ccc(Cl)s1)c1cc(COc2c(F)cccc2F)on1	-2	.	-14	-16	-4	5	-2	0.7	0
CCN1C(=S)SC(=O)C1=C1C=C(C)N(Cc2ccco2)C(C)=C1	3	-1	0	4	0	15	0	-0.7	7
O=C(NCc1ccco1)C1CC(=O)N(c2ccc(F)cc2)C1 (stereo not drawn)	0	.	1	-17[20 µM]	0	8	11	0.9	3
O=C(COc1ccc(S(=O)(=O)N2CCc3ccccc32)cc1Cl)NCc1ccccn1	6	0.025	2	-18[20 µM]	-2	9	-12	-1.7	-5
CCn1cc(/C=N\NC(=O)Cc2ccc([N+](=O)[O-])cc2)c(C)n1	1	-0.98	2	-21	8	12	-7	1.2	-3
COC(=O)[C@H](C)NC(=O)Nc1ccc(C)c(C)c1	3	.	2	-22	0	10	-1	1.6	5
Cc1ccc(S(=O)(=O)N(C)CC(=O)N2CCCc3ccccc32)cc1	2	1	37	-23[20 µM]	1	14	37	-0.5	-6
CC1=CC(C)(C)N2C(=O)C(=O)c3cc(OC(=O)c4ccco4)cc1c32	-1	-0.28	-3	-20	-3	2	-5	1.2	6
COc1cccc2c(SCC(=O)N/N=C/c3ccccc3)cc(C)nc12	1	1.2	0	2	4	14	-1	-1.3	-1
CN(C)c1ccc(/C=N/OC(=O)Nc2ccccc2Cl)cc1	4	0.29	-7	-26	-2	-3	-5	0.2	-2
CN1CCN(S(=O)(=O)c2cccc(C(=O)Nc3nc(-c4ccccc4)cs3)c2)CC1	4	-3*	0	-13[20 µM]	-6	14	-14	-2.0	-1
Cc1c(Cl)cccc1NC(=O)Cn1nnc(C(=O)NCc2cccs2)c1N	7	1	-7	6	6	5	-5	1.5	5
Cc1ccc2cc(/C=N/NC(=O)[C@@H]3CCCN3)c(Cl)nc2c1	-1	0.72	-4	-14	-1	7	0	-0.9	-1
Cc1ccc2nc(-c3ccc(N4C(=O)CC(N5CCC(C(N)=O)CC5)C4=O)cc3)sc2c1 (stereo not drawn)	3	-0.42	-5	-20	5	7	-5	0.7	8
Cc1[nH]c(=O)[nH]c(=O)c1S(=O)(=O)N1CCOCC1	-1	-0.61	5	3	4	10	-2	0.9	2
Cc1c(N2C(=O)c3ccccc3C2(O)c2ccccc2)c(=O)n(-c2ccccc2)n1C (stereo not drawn)	0	-0.014	-7	-20	0	8	3	1.8	13

# Part of the list above, with values under each structure:
# Values run as follows: Wee1 degr inh, KCC2 mod, thrombin 1536, Furin inh, FXIa inh, FXIIa inh, KLK5 inh, PERK inh, p97 inhibitor
- COC(=O)[C@H](C)NC(=O)Nc1ccc(C)c(C)c1
  3, ., 2, -22, 0, 10, -1, 1.6, 5
- Cc1ccc(S(=O)(=O)N(C)CC(=O)N2CCCc3ccccc32)cc1
  2, 1, 37, -23[20 µM], 1, 14, 37, -0.5, -6
- CC1=CC(C)(C)N2C(=O)C(=O)c3cc(OC(=O)c4ccco4)cc1c32
  -1, -0.28, -3, -20, -3, 2, -5, 1.2, 6
- COc1cccc2c(SCC(=O)N/N=C/c3ccccc3)cc(C)nc12
  1, 1.2, 0, 2, 4, 14, -1, -1.3, -1
- CN(C)c1ccc(/C=N/OC(=O)Nc2ccccc2Cl)cc1
  4, 0.29, -7, -26, -2, -3, -5, 0.2, -2
- CN1CCN(S(=O)(=O)c2cccc(C(=O)Nc3nc(-c4ccccc4)cs3)c2)CC1
  4, -3*, 0, -13[20 µM], -6, 14, -14, -2.0, -1
- Cc1c(Cl)cccc1NC(=O)Cn1nnc(C(=O)NCc2cccs2)c1N
  7, 1, -7, 6, 6, 5, -5, 1.5, 5
- Cc1ccc2cc(/C=N/NC(=O)[C@@H]3CCCN3)c(Cl)nc2c1
  -1, 0.72, -4, -14, -1, 7, 0, -0.9, -1
- Cc1ccc2nc(-c3ccc(N4C(=O)CC(N5CCC(C(N)=O)CC5)C4=O)cc3)sc2c1 (stereo not drawn)
  3, -0.42, -5, -20, 5, 7, -5, 0.7, 8
- Cc1[nH]c(=O)[nH]c(=O)c1S(=O)(=O)N1CCOCC1
  -1, -0.61, 5, 3, 4, 10, -2, 0.9, 2
- Cc1c(N2C(=O)c3ccccc3C2(O)c2ccccc2)c(=O)n(-c2ccccc2)n1C (stereo not drawn)
  0, -0.014, -7, -20, 0, 8, 3, 1.8, 13

# Continued.
SMILES	Wee1 degr inh	KCC2 mod	thrombin 1536	Furin inh	FXIa inh	FXIIa inh	KLK5 inh	PERK inh	p97 inhibitor
CCOc1cc(C(=O)N2CCN(c3ccc(C(C)=O)cc3)CC2)cc(OCC)c1OCC	3	-0.82	3	-4[20 µM]	8	20	3	-0.8	-3
CO/N=C(\Cn1ncc(N2CCCC2)c(Br)c1=O)c1ccc(Cl)cc1	3	-1.2	2	-7[20 µM]	1	13	0	-1.8	-6
CCn1cc(C(=O)NCc2ccco2)c(=O)c2cc(S(=O)(=O)N3CCCCCC3)ccc21	-3	0.56	41*	3	-2	16	-4	0.0	-1
C=C(C)C1CC=C(C)/C(=N/NC(=O)c2ccccc2[N+](=O)[O-])C1 (stereo not drawn)	-3	-1.7	-9	-16	2	10	3	-0.1	-3
COc1ccc(-c2ncc3ccccn23)cc1	6	-1.1	3	-15[20 µM]	1	5	-12	0.0	-6
Cc1ccc(S(=O)(=O)CC(O)COc2ccc(C#N)cc2)cc1 (stereo not drawn)	4	0.01	7	-13	0	7	-10	1.9	4
CC(C)n1c(O)c(N=NC(=O)C2COc3ccccc3O2)c2ccccc21 (stereo not drawn)	-2	10*	-4	-22	4	9	6	0.2	2
Cc1ccccc1NC(=O)Cn1cccc1	-1	0.48	2	-27	1	7	-3	1.0	2
COCc1cc(C)c2c(N)c(C#N)sc2n1	-2	-0.55	0	7[20 µM]	-3	9	-12	-0.4	3
CCCCc1ccc(NC(=O)C2CCCO2)cc1 (stereo not drawn)	0	-1.9	1	-16[20 µM]	-9	9	0	0.6	-4
NC(=O)N/N=C/c1ccc(N2CCOCC2)s1	-2	-1	-8	3	9	11	-26	0.4	1
Cc1ccnc(N2C(=O)CSC2c2ccc(Cl)cc2)c1 (stereo not drawn)	4	-0.54	-2	-8	19	11	-10	0.7	2
COc1cc(/C=N/NC(=O)C[n+]2ccccc2)cc(OC)c1OC(C)=O	1	0.021	1	11	2	12	2	1.7	4
CC(C)Oc1ccc(NC(=O)c2ccncc2)cc1	-2	0.27	-3	-13[20 µM]	-17	4	-22	1.3	4
CCOC(=O)c1cnc2c(c(C)nn2C)c1Oc1ccc(Cl)cc1	-1	.	-3	-18[20 µM]	16	29	-7	-0.7	-6
CCn1cc(Br)c(C(=O)Nc2ccc(F)c(Cl)c2)n1	2	-1.1	8	4	4	10	-20	-0.3	4
COc1cc2c(cc1OC)CC1(CCCCC1)N=C2	1	0.073	-7	-39	-12	-1	-22	-0.7	-1
COC(=O)c1ccc(Oc2nc(Nc3ccc(C)c(C)c3)nc(N(C)C)n2)cc1	0	1.1	15	-4[20 µM]	-4	16	25	-0.4	-6
CC(=O)NS(=O)(=O)c1ccc(NC(=O)c2cc(-c3ccc(C)cc3)nc3ccccc23)cc1	-3	1.3	-12	-15	-9	0	0	0.3	-6
CCN1C(=O)CSC1=NC1C2CC3CC(C2)CC1C3 (stereo not drawn)	1	.	2	-16	-1	-2	-8	0.8	3
CCc1ccc(C(=O)N2CCN(c3ccc(F)cc3)CC2)s1	2	-1.3	-5	-16[20 µM]	3	4	-19	0.1	-2
Cc1cc(C)cc(NC(=O)NC(C)C2CCCO2)c1 (stereo not drawn)	-2	-0.14	-5	-26	-3	7	0	0.2	2
Cc1[nH]c2ccccc2c1C(=O)CN1CCC2(CC1)OCCO2	-5	-0.45	4	-18[20 µM]	5	16	-5	-0.3	0
O=C(O)C1C2CCC(C2)C1C(=O)NCCC1=CCCCC1 (stereo not drawn)	-1	-0.72	-6	-7	-6	5	-16	0.9	5
Cc1ccc(-n2c(SCC(=O)OC(C)C)nnc2-c2ccncc2)cc1	3	.	-1	-19[20 µM]	-2	-3	-19	0.6	3
COc1ccccc1N1CCN(S(=O)(=O)c2cnc[nH]2)CC1	-2	.	-8	-20	-14	-4	-7	0.3	4
Cc1cccc(S(=O)(=O)C(C#N)c2nc3ccccc3nc2N2CCOCC2)c1 (stereo not drawn)	-2	-1.6	5	-17	3	12	6	0.7	3

# Screening results from PubChem BioAssay.
